# STAT1 act: activators of IFN-gamma induced STAT1 signaling | NIH 3T3 STAT1-luciferase reporter, luminescence; 100% = IFN-gamma alone, no compound | activation (% of control), % at 5.5 µM | 2.6% of 200,000 active;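 active = activation above the screen-wide mean activation plus 3 SD, cut at about 130% in these data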;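 note: raw ratio to IFN-gamma control signal so 100% means no change and 0% no light; values of inactives mirror those of a sister screen read the other way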
# APP 5'UTR act: activates APP 5'UTR luciferase reporter; activation, % at 2 µM; 1% of 190,000 active; AID 1276; SH-SY5Y APP 5'UTR luciferase reporter, luminescence; zero percent = DMSO vehicle wells;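 active = activation above a set limit, based on mean plus 3 SD of controls, cut at about 140% in these data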; note: values of inactives mirror those of a sister screen read the other way
# STAT3 activator: increases IL-6 driven STAT3 reporter signal. U3A cells, IL-6 STAT3-luciferase reporter, luminescence; 100% = signal with IL-6 EC80 alone. activation (% of control), % at 5.6 µM. 0.91% of 190,000 active. AID 871;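 active = activation above the screen-wide mean of compound activation plus 3 SD, cut at about 130% in these data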;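 note: 0% = background luminescence of wells with medium and substrate only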
#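 Assay system – human STAT1-deficient U3A cells with stable STAT3-luciferase reporter · Also added – IL-6 (33 ng/mL) · Schedule – compound 1 h, then IL-6 6 h at 37 °C · Technique – reporter luminescence signal · Evaluation – % activation versus median of IL-6-stimulated wells · Benchmarks – IL-6-only wells as 100% reference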
# ROMK primary: modulators of human ROMK potassium channel | Tet-inducible ROMK, thallium flux fluorescence; actives lie on both sides | B-score at 10 µM | 2% of 130,000 active | P48048;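 active = signal ratio slope over the read window, or its plate-corrected B-score, at least 3 SD from the plate mean, either direction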;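 note: B-score of the F/F0 ratio slope over 7 to 12 s after thallium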
# Target sequence (P48048 whole entry, looked up): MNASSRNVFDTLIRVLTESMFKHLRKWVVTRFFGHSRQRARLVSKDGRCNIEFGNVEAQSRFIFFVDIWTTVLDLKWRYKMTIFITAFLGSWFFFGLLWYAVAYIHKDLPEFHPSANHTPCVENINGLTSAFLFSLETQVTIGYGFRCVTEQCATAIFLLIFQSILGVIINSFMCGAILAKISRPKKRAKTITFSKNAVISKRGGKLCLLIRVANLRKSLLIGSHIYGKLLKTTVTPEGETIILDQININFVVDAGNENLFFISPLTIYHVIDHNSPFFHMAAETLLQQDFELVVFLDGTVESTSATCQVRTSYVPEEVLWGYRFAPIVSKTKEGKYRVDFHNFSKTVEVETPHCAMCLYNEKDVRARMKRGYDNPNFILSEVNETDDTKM
# APP transl inh: APP translation inhibition; 0.82% of 190,000 active; inhibition, % at 2 µM; SH-SY5Y APP 5'UTR-luciferase reporter, luminescence;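 active = inhibition above a set limit, derived from the sample mean plus 3 SD, cut at about 45% in these data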; note: values of inactives mirror those of a sister screen read the other way
# STAT1 blocker: reduces IFN-gamma driven STAT1 reporter signal; inhibition, % at 5.5 µM; 0.35% of 200,000 active; AID 920; NIH 3T3 STAT1-luciferase reporter, luminescence;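 active = inhibition above a set limit, the mean inhibition across all tested compounds plus 3 SD, cut at about 34% in these data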;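 note: 0% = IFN-gamma with DMSO and 100% = IFN-gamma with 300 µM nifuroxazide; values of inactives mirror those of a sister screen read the other way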
# NF-kB neuron act: NF-kB expression increase, human neuronal cells | NF-kB reporter expression; stronger effect = higher value | fold change at 12.5 µM | 1.6% of 190,000 active | AID 1239; in the data active = fold change above about 3.3
# FLuc inh counter: counter-screen for luciferase assay inhibitors: firefly luciferase inhibition; AID 1006; 1.5% of 200,000 active; inhibition, % at 10 µM; ATPLite firefly luciferase biochemical luminescence, 10 min; P08659;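 active = inhibition above about 50% when tested at 10 µM, limit read from the data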
# Target sequence (P08659 whole entry, looked up): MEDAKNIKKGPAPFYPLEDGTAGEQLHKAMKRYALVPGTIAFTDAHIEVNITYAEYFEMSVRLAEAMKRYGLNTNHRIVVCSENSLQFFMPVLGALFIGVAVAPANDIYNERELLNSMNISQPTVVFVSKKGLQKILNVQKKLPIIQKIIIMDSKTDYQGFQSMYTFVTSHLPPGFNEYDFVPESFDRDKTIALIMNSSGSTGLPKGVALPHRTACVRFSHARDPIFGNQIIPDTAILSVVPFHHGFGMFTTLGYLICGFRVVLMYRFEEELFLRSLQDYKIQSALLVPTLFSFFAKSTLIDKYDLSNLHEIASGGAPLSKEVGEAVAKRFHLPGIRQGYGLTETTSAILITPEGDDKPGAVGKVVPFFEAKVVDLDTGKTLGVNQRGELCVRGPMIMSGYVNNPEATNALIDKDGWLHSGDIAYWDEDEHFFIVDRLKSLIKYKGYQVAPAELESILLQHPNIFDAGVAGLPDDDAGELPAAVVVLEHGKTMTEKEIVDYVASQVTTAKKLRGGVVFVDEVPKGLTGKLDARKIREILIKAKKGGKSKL
# STAT3 inh: STAT3 signaling inhibition; inhibition, % at 5.5 µM; AID 862; 0.89% of 190,000 active; U3A cells, IL-6 STAT3-luciferase reporter, luminescence; host cell line lacks STAT1;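 active = inhibition above the mean inhibition across all screened compounds plus 3 SD, cut at about 44% in these data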;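 note: 0% = DMSO only wells and 100% = 100 µM nifuroxazide control wells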
# FLuc act counter: firefly luciferase counter-screen for stimulation assays; AID 1027; ATPlite luciferase biochemical, luminescence, 10 min; 0 = ATP-free wells, 1 = DMSO control; activation factor at 10 µM; 200,000 tested, under 10 active;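 active = luciferase activation factor, scaled between plate controls, of at least 2 with compound at 10 µM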
#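 Assay system: Luciferase/luciferin detection reagent, cell-free biochemical luciferase assay / Read-out: luciferase activation / Benchmarks: No-ATP low control, compound-free enzyme-plus-ATP high control / Medium: PBS buffer for ATP / Detection: luminescence measurement of luciferase light output / Schedule: 10 min at ambient temperature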
# The depositor's hits bear a star; . = not tested or not shown.
item	canonical_smiles	STAT1 act	APP 5'UTR act	STAT3 activator	ROMK primary	APP transl inh
1	CCCCNC(=O)CCCn1c(=O)[nH]c2ccc(Br)cc2c1=O	91	-2	87	.	2
2	COc1ccc(CN(C)c2nc(-c3cccnc3)nc3ccccc23)cc1OC	96	-2	101	1.5	2
3	CCOC(=O)c1cc(-c2ccccc2)sc1NC(=O)C(C)OC(=O)c1cccnc1Cl (configuration not stated)	95	10	98	0.096	-10
4	Cc1cc(SCC(=O)OCC(=O)N2CCN(C(=O)c3ccco3)CC2)c(C)cc1Br	99	.	101	-0.014	19
5	O=C(/C=C/c1ccc(Cl)cc1)NC1CC2CCC1C2 (configuration not stated)	114	5	97	.	-5
6	CCC(O)(CCN1CCCCC1)c1ccccc1 (configuration not stated)	96	7	99	-0.69	-7
7	COc1ccc(C(C)(C)C)cc1NC(=O)COC(=O)C(C)C	101	3	106	0.87	-3
8	Cc1cc(NC(=O)CSc2nnc(COc3ccccc3)n2Cc2ccco2)no1	111	-11	132	-0.15	11
9	CC(NC(=O)c1ccccc1)C(=O)OCC(=O)N1c2ccccc2Sc2ccccc21 (configuration not stated)	103	-3	102	-2	3
10	O=C(CN1C(=O)C2C3C=CC(C3)C2C1=O)Nc1nc(-c2ccccn2)cs1 (configuration not stated)	102	-14	115	-0.0032	14
11	Cn1c(Cc2c[nH]c3ccccc23)n[nH]c1=S	98	3	155*	0.16	-3
12	COc1ccccc1Oc1ccc(S(=O)(=O)N2CCCC2)cc1	103	33	106	.	-33
13	CCCN1CCN(C(=O)Cn2cccc2C(=O)c2ccccc2)CC1	99	8	103	.	-8
14	CCOc1cc(/C=N/Nc2ccccc2Cl)ccc1OCC(=O)O	98	7	95	0.096	-7
15	CC(Sc1nnc2ccccn12)C(=O)Nc1ccc2c(c1)OCO2 (configuration not stated)	104	-13	101	0.3	13

item	STAT1 blocker	NF-kB neuron act	FLuc inh counter	STAT3 inh	FLuc act counter
1	11	0.88	-5	21	1.1
2	4	0.74	3	7	1
3	6	1.2	-6	3	1.1
4	-1	0.99	3	2	1
5	-17	1.5	1	8	1
6	5	1	-9	1	1.1
7	-1	1.1	2	0	1
8	-12	1.1	-6	-32	1.1
9	-3	0.87	-5	-4	1
10	-2	0.43	-7	-11	1.1
11	2	1.1	9	-54	0.9
12	-3	1.1	-1	-6	1
13	1	0.93	-11	3	1.1
14	3	1.1	-2	6	1
15	-5	1.4	-4	2	1

# Limited to FLuc act counter and FLuc inh counter (3 entries from above):
item	compound	FLuc act counter	FLuc inh counter
2	COc1ccc(CN(C)c2nc(-c3cccnc3)nc3ccccc23)cc1OC	1	3
3	CCOC(=O)c1cc(-c2ccccc2)sc1NC(=O)C(C)OC(=O)c1cccnc1Cl (configuration not stated)	1.1	-6
4	Cc1cc(SCC(=O)OCC(=O)N2CCN(C(=O)c3ccco3)CC2)c(C)cc1Br	1	3

# Next section:
item	canonical_smiles	STAT1 act	APP 5'UTR act	STAT3 activator	ROMK primary	APP transl inh
16	O=C(Cc1noc2ccccc12)Nc1ccccn1	117	33	98	-0.11	-33
17	CCC1=NN(C(=O)Cc2ccc([N+](=O)[O-])cc2)C(O)(C(C)(C)C)C1 (configuration not stated)	83	8	96	0.91	-8
18	Cc1ccc(C(=O)COC(=O)c2ccccc2NC(=O)c2ccccc2)cc1[N+](=O)[O-]	104	1	98	.	0
19	CC(=O)C1=C(O)C(=O)N(CCCn2ccnc2)C1c1ccc(Cl)cc1 (configuration not stated)	102	7	108	-0.55	-7
20	CC(=O)n1nc(-c2ccccc2)nc1NCc1cccs1	119	9	101	0.44	-10
21	CN(C)S(=O)(=O)c1ccc(NC(=O)COC(=O)c2ccccn2)cc1	104	10	102	.	-10
22	O=C(O)CCn1cc(C2CC(c3ccccc3)=NN2c2ccccc2)c(-c2ccccc2)n1 (configuration not stated)	102	-4	107	0.39	4
23	CCOc1ccc(-n2c(SCC(=O)NCc3ccco3)nnc2-c2c[nH]c3ccccc23)cc1	99	0	91	.	0
24	N#Cc1ccc(NC(=O)c2cc(-c3cccs3)on2)cc1	105	2	102	.	-2
25	COC(=O)c1ccc(COc2cccc3c2CCN(Cc2ccccc2)C3=O)o1	94	5	102	.	-5
26	O=c1cc(C23CC4CC(CC(C4)C2)C3)[nH][nH]1	101	29	101	-0.81	-29
27	O=C(Nc1ccc(N2CCOCC2)c(Cl)c1)c1cc(F)c(F)cc1Cl	100	9	84	.	-9
28	CCCCn1c(SCc2cccc([N+](=O)[O-])c2)nc2ccsc2c1=O	83	10	88	-0.61	-10
29	NC(=O)CNC(=O)[C@@H]1CC2(CC(c3cccc([N+](=O)[O-])c3)=NO2)CN1C(=O)c1ccccc1 (some centres not stated)	103	-2	106	-0.36	2
30	CC1(C)C(c2ccccc2)=[N+]([O-])C2(CCCCC2=O)N1O (configuration not stated)	108	-3	99	-0.0017	3

item	STAT1 blocker	NF-kB neuron act	FLuc inh counter	STAT3 inh	FLuc act counter
16	-19	1.9	1	6	1
17	19	3.5*	2	6	1
18	-5	0.84	-4	1	1
19	-2	0.97	-2	-3	1
20	-23	1.6	-5	2	1.1
21	-5	1.1	-2	2	1
22	-4	1.3	3	-5	1
23	1	0.8	-9	16	1.1
24	-7	1.2	-10	5	1.1
25	6	1.1	2	-4	1
26	1	0.93	2	1	1
27	0	1.4	-8	26	1.1
28	19	0.66	-5	17	1
29	-4	1.2	-1	1	1
30	-9	1.1	-5	4	1

# Part of the list above in order of molar mass, highest first:
item	canonical_smiles	STAT1 act	APP 5'UTR act	STAT3 activator	ROMK primary	APP transl inh
23	CCOc1ccc(-n2c(SCC(=O)NCc3ccco3)nnc2-c2c[nH]c3ccccc23)cc1	99	0	91	.	0
20	CC(=O)n1nc(-c2ccccc2)nc1NCc1cccs1	119	9	101	0.44	-10
26	O=c1cc(C23CC4CC(CC(C4)C2)C3)[nH][nH]1	101	29	101	-0.81	-29

item	STAT1 blocker	NF-kB neuron act	FLuc inh counter	STAT3 inh	FLuc act counter
23	1	0.8	-9	16	1.1
20	-23	1.6	-5	2	1.1
26	1	0.93	2	1	1

# Returning to the listing, repeating the 2 entries before the break.
item	canonical_smiles	STAT1 act	APP 5'UTR act	STAT3 activator	ROMK primary	APP transl inh
29	NC(=O)CNC(=O)[C@@H]1CC2(CC(c3cccc([N+](=O)[O-])c3)=NO2)CN1C(=O)c1ccccc1 (some centres not stated)	103	-2	106	-0.36	2
30	CC1(C)C(c2ccccc2)=[N+]([O-])C2(CCCCC2=O)N1O (configuration not stated)	108	-3	99	-0.0017	3
31	COc1ccc(-c2cc(C(F)(F)F)nc(SCCC(=O)Nc3cc(C)on3)n2)cc1	103	8	99	.	-8
32	Cc1ccnc(NC(=O)CN2C(=O)c3ccccc3C2=O)c1	93	5	96	-0.53	-5
33	Cc1cccn2cc(CCNC(=O)c3ccc(Br)o3)nc12	101	-4	91	.	4
34	CCOC(=O)c1ccc(NC(=O)c2cnccn2)cc1	119	24	89	.	-24
35	CCc1ccc(NC(=O)C(C)OC(=O)CCC(=O)c2cccs2)cc1 (configuration not stated)	102	-3	107	-1.2	3
36	CC(NC(=O)Cn1ncc(Cl)c(Cl)c1=O)C12CC3CC(CC(C3)C1)C2 (configuration not stated)	92	-96	101	-1.5	96*
37	CCOC(=O)C(NC(=O)Nc1ccc(F)cc1F)(Oc1ccc(F)cc1)C(F)(F)F (configuration not stated)	98	1	94	.	-1
38	CCN(CC)CCN1CCn2c3c(c4cc(C)ccc42)CCCC31 (configuration not stated)	85	3	105	-1.6	-3
39	CC(=O)Nc1ccc(S(=O)(=O)N(C)S(=O)(=O)c2ccc(F)cc2)cc1	91	11	99	.	-11
40	CCOC(=O)Nc1ccc2c(c1)N(C(=O)C(C)N1CCCC1)c1ccccc1CC2 (configuration not stated)	98	28	105	-0.24	-28
41	Cc1noc(/C=C/NCc2cccnc2)c1S(=O)(=O)N(C)CC(=O)N1CCc2ccccc21	97	-4	105	.	4
42	CCOc1ccccc1NC(=O)C1CCCN(S(=O)(=O)c2cccc3nsnc23)C1 (configuration not stated)	94	-8	102	0	8
43	CC(Oc1ccc(Cl)cc1)C(=O)Nc1ncccn1 (configuration not stated)	87	7	100	0.0047	-7
44	COCCCNC(=S)N(Cc1ccccc1)Cc1nc2ccccc2c(=O)[nH]1	94	3	96	-0.3	-3
45	CCN(CC)c1nc(-c2ccccc2)ncc1S(=O)(=O)c1ccc(C)cc1	99	2	103	0.98	-2

item	STAT1 blocker	NF-kB neuron act	FLuc inh counter	STAT3 inh	FLuc act counter
29	-4	1.2	-1	1	1
30	-9	1.1	-5	4	1
31	-2	1	-5	8	1
32	7	1.2	-5	16	1
33	-1	0.86	-4	19	1
34	-20	2	5	15	0.9
35	-2	1.4	-4	-11	1
36	9	0.19	-4	2	1
37	3	0.95	-7	8	1.1
38	17	1.2	-5	-2	1
39	10	1.1	-3	6	1
40	2	1	3	0	1
41	3	0.84	-8	-2	1.1
42	6	0.85	-1	0	1
43	13	0.99	2	5	1
44	6	0.91	-6	12	1.1
45	1	0.98	-11	8	1.1

# New compounds follow.
item	canonical_smiles	STAT1 act	APP 5'UTR act	STAT3 activator	ROMK primary	APP transl inh
46	CCOC(=O)C1(Cc2ccc(OC)cc2)CCN(C(=O)CCc2cccnc2)CC1	110	7	95	0.76	-7
47	COc1ccc(NC(=O)C(=O)NCCN2CCN(C(=O)c3ccco3)CC2)cc1	94	-1	91	0.45	1
48	CC(C)CNS(=O)(=O)c1ccc(OCC(=O)NCC2CCCO2)c(Cl)c1 (configuration not stated)	101	-1	101	-0.42	2
49	Cc1noc(C)c1S(=O)(=O)Nc1ccc(C(=O)NC2CCCCC2C)cc1 (configuration not stated)	107	7	99	.	-7
50	O=c1ccc2cc(S(=O)(=O)N3CCOCC3)ccc2o1	96	-2	98	0.7	2
51	CCC1Oc2ccc(C)cc2N(CC(=O)N(Cc2cccnc2)Cc2cccc(F)c2)C1=O (configuration not stated)	99	-8	99	.	8
52	c1ccc(C(c2nnnn2C2CCCC2)N2CCN(c3ccccc3)CC2)cc1 (configuration not stated)	98	-14	104	-0.64	14
53	Cc1cccc(N2CCN(C(=S)Nc3ccc4nc5n(c(=O)c4c3)CCCCC5)CC2)c1C	103	10	96	0.88	-10
54	O=c1[nH]c(C2CCCN(S(=O)(=O)c3ccccc3)C2)nc2c1nnn2Cc1ccccc1 (configuration not stated)	102	19	104	-3.1	-19
55	Cc1ccc(OCC(=O)NCc2ccccc2)c([N+](=O)[O-])n1	98	-5	103	.	5

item	STAT1 blocker	NF-kB neuron act	FLuc inh counter	STAT3 inh	FLuc act counter
46	-13	1.3	-6	8	1.1
47	7	1.1	-7	18	1.1
48	-1	0.99	-8	2	1.1
49	-8	1.1	-4	7	1
50	4	1.3	-2	6	1
51	1	0.71	-2	5	1
52	6	0.97	-7	-2	1.1
53	-5	1.4	-1	9	1
54	-2	0.86	-3	-2	1
55	3	1.2	-1	2	1

# Screening data (PubChem BioAssay)
